Assay outcomes from PubChem.
ATG4B inh = blocks human ATG4B protease cleavage of LC3 substrate; AID 504462; 0.51% of 340,000 active; ATG4B cleavage of LC3-PLA2, NBD-HPC fluorescence, 1 h; inhibition, % at 8.33 µM; Q9Y4P1; in the data active = inhibition above about 40%
Target sequence (Q9Y4P1 whole entry, looked up): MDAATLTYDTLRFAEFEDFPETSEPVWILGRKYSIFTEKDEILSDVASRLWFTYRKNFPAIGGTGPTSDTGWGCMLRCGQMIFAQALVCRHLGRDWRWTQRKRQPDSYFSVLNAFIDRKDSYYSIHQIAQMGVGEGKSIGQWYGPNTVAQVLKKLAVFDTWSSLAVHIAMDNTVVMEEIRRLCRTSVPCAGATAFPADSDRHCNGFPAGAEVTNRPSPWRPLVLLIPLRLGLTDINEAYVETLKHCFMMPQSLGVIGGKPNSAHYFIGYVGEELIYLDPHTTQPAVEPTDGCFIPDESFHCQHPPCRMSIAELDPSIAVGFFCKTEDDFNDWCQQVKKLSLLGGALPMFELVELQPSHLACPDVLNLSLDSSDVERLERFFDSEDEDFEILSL
CCR6 antagonist = antagonists of human CCR6 receptor | inhibition, % at 20 µM | 0.49% of 340,000 active | P51684 | CHO-K1 CCR6 PathHunter beta-arrestin, luminescence, CCL20-stimulated;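 active = compounds whose inhibition of the agonist-driven luminescence signal at 20 µM reaches about 50%, limit read from the data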;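 also: cells stimulated with CCL20 at 14 nM final; plate controls were DMSO with CCL20 for no effect and DMSO without agonist for full effect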
EBI2 antag = antagonists of human EBI2 receptor; 0.81% of 360,000 active; inhibition, % at 5 µM; EBI2 beta-arrestin recruitment, luminescence, 7a,25-OHC stimulated; in the data active = inhibition above about 38%;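 also: enzyme fragment complementation signal reports receptor beta-arrestin coupling in cells; 0% = agonist plus DMSO wells and 100% = wells without agonist; some results beyond the cut were filed as inactive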
UBC13 inh = inhibitors of human UBC13 polyubiquitin chain formation | TR-FRET | inhibition, % at 20 µM | 0.47% of 330,000 active | AID 485273; in the data active = inhibition above about 45%, passing the limit was not always enough
Target sequence (P61088 whole entry, looked up): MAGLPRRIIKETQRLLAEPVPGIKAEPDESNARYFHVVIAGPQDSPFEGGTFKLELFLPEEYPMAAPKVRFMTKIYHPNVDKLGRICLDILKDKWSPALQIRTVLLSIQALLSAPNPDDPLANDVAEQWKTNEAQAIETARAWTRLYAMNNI
CXCR6 block = inhibitors of human CXCR6 receptor; AID 602244; O00574; 0.36% of 360,000 active; CHO-K1 PathHunter CXCR6 beta-arrestin, luminescence; inhibition, % at 20 µM; in the data active = inhibition above about 34%, passing the limit was not always enough;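 also: antagonist mode with CXCL16 agonist at 10 nM final; 0% = 10 nM CXCL16 with DMSO and 100% = unstimulated wells without agonist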
Gli-Sufu block = blocks Gli-Sufu signaling in a luciferase reporter | Sufu-KO-LIGHT fibroblasts, Gli luciferase reporter luminescence | inhibition, % at 5 µM | 0.74% of 340,000 active;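 active = inhibition above about 55%, limit read from the data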;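 also: 0% = DMSO-treated cells and 100% = wells with medium but no cells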
APJ antagonist = antagonists of human APJ apelin receptor. P35414. CHO-K1 APJ beta-arrestin complementation, luminescence. inhibition, % at 20 µM. 0.32% of 330,000 active;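 active = inhibition above about 40% at 20 µM, limit read from the data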;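 also: cells challenged with 10 nM apelin-13 agonist together with compound; plate controls were apelin-13 plus DMSO wells for no effect and DMSO wells lacking apelin-13 for full effect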
Target sequence (P35414 whole entry, looked up): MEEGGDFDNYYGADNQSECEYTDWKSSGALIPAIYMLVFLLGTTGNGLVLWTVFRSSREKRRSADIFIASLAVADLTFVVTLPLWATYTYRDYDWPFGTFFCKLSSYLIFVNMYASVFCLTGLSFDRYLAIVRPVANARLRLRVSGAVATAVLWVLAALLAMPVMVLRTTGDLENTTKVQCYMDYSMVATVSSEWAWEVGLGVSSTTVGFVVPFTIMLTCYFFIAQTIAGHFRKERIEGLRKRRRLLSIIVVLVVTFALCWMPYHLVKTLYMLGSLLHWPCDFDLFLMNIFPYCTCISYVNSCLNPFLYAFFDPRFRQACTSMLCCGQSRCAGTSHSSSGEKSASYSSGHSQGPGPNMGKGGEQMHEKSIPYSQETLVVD
APJ agonist = activates the human apelin receptor APJ. CHO-K1 APJ PathHunter beta-arrestin, luminescence; 0% DMSO wells, 100% apelin. P35414. activation, % at 20 µM. 0.11% of 330,000 active;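 active = activation more than six SD over the plate average, tested at 20 µM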;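 also: 0% = DMSO alone and 100% = apelin-13 at 10 nM; some results filed as inactive read as strong as hits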
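Material: CHO-K1 APJ beta-arrestin complementation cell line; Input: cell density 1000 per well; Incubation: compound stimulation 90 min at 25 °C, detection 60 min; Signal: luminescence from split beta-galactosidase complementation, Galacton Star/Emerald II substrate; Controls: DMSO-only wells as negative, 10 nM Apelin-13 as positive control.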
Starred values were filed as active, the others as inactive; x = not tested or not shown.

Below each SMILES: ATG4B inh	CCR6 antagonist	EBI2 antag	UBC13 inh	CXCR6 block	Gli-Sufu block	APJ antagonist	APJ agonist
COc1ccc(-c2cc(C(F)(F)F)c(C#N)c(SCC(=O)Nc3nc(C)co3)n2)cc1
 : -4	11	-16	-10	6	8	3	0
COc1ccc2cc(C(c3nnnn3C3CCCC3)N3CCCCCC3)c3nnnn3c2c1 (stereo not drawn)
 : 0	18	60*	0	10	14	1	3
Cc1nc2ccccn2c1-c1csc(Nc2cccc(O)c2)n1
 : -15	9	8	x	-3	7	x	x
COc1ccc(S(=O)(=O)N(C)C[C@H]2Oc3ccc(NC(=O)Nc4ccc5c(c4)OCO5)cc3CC(=O)N([C@@H](C)CO)C[C@@H]2C)cc1
 : -18	12	1	-4	0	-5	14	-2
CCOc1ccc(N2CC(C(=O)NCCc3ccc(F)cc3)CC2=O)cc1 (stereo not drawn)
 : 2	-2	7	-9	-2	-8	2	-3
COc1ccc(-n2nc(C(=O)NCC(=O)NC(C)C)c3ccccc3c2=O)cc1OC
 : 9	2	-1	-1	0	-1	-14	-4
O=[N+]([O-])c1ccc(CN2CCCCCC2)cc1
 : 6	5	0	0	2	22	8	-1
O=C(CSc1ncccc1-c1nc2ccccc2[nH]1)N1CCc2ccccc21
 : 18	2	12	8	-9	-1	0	-2
COC(C(=O)Nc1cccc(F)c1)c1ccccc1 (stereo not drawn)
 : -7	-16	-18	6	-9	0	10	-3
C=CCN(c1ccccc1Cl)S(=O)(=O)c1cc(C(=O)N2CCCC2)ccc1Cl
 : -12	9	34	5	3	11	17	-3
COC(=O)c1ccsc1NC(=O)c1ccccc1
 : 3	14	2	20	7	3	-41	-5
COc1ccc(NC(=O)C2CCN(S(C)(=O)=O)CC2)c(OC)c1
 : -7	-2	6	-14	1	-3	8	-2
Cn1c(=O)c(=O)n(C)c2cc(S(=O)(=O)NCCOc3ccccc3)ccc21
 : 3	6	-5	3	0	-6	-9	-2
COc1ccc(CCNC(=O)CCCc2ccccc2)cc1OC
 : -2	8	6	-3	5	-29	10	-3
COc1ccc(C2CC(=O)c3cnc(NC(=O)c4ccccc4)nc3C2)c(OC)c1 (stereo not drawn)
 : 5	7	9	-1	11	7	4	-2
Cc1ccc2nc(C3CCCN3Cc3nc(CCC(C)C)no3)[nH]c2c1 (stereo not drawn)
 : -21	0	-1	-12	-11	25	-14	-3
Cc1onc(-c2c(F)cccc2Cl)c1-c1nnc(-c2cccc3ccccc23)o1
 : -8	5	-6	2	-7	0	-4	3
CC1=C(C(=O)N(C)C)C(c2cccs2)NC(=O)N1 (stereo not drawn)
 : 0	-8	-7	-5	3	8	17	2
Cc1ccc(C)n1-c1nn(S(=O)(=O)c2cccc3cccnc23)c2cccc(F)c12
 : -5	16	14	0	8	2	1	-3
COc1cc(OC)c(S(=O)(=O)Nc2ccc(C(=O)N3CCCC3)cc2)cc1NC(C)=O
 : 1	7	-8	11	3	-9	7	-3
CCOC(=O)C1CCCN(C(=O)c2cc3nc(-c4cccc(OC)c4)cc(C(F)(F)F)n3n2)C1 (stereo not drawn)
 : -17	-1	5	7	2	3	-5	5
O=C(CNC(=O)c1ccccc1F)NCc1ccccn1
 : -7	-7	5	-9	-8	1	4	-4
COc1ccc(OC)c(C2C=C(c3ccc(C)c(C)c3)Nc3nnnn32)c1 (stereo not drawn)
 : 2	6	-9	4	-4	21	29	-3
COc1ccc(Cl)cc1S(=O)(=O)NC(C)C(=O)NCCCn1ccnc1 (stereo not drawn)
 : -7	5	-14	-17	-16	1	6	3
CN(C)S(=O)(=O)c1ccc(Cl)c(C(=O)NCc2ccco2)c1
 : -8	-40	-11	-6	1	3	-2	0
Nc1nc(Nc2ccccc2)nc2c1ncn2[C@@H]1O[C@H](CO)[C@@H](O)[C@H]1O
 : -3	-2	-2	2	-4	6	-10	-2
COc1ccc(CN2CCCC(CNC(=O)c3ccc(F)cc3)C2)c(F)c1 (stereo not drawn)
 : -3	12	-6	0	2	22	18	-4
CS(=O)(=O)c1nc(S(=O)(=O)c2ccc(Cl)cc2)c(N2CCC3(CC2)OCCO3)s1
 : -4	1	-8	-4	2	9	0	-1
Cc1ccc2[nH]c(=O)c(CN(CCCN3CCOCC3)C(=O)Nc3ccc(Cl)cc3)cc2c1
 : -10	17	4	15	3	22	-15	-2
COCCOc1cc(N(CC(=O)N(C)C)S(=O)(=O)c2ccccc2)c(Cl)cc1Cl
 : 8	13	-1	-4	-10	-1	-2	-4
O=C(Nc1ccc(F)cc1F)C1CCN(S(=O)(=O)c2cccnc2)CC1
 : 8	12	-14	-7	-2	-21	-4	-2
CCC(=O)N(C)CCc1cc2c(c(OC)c1/C=N/NC(=O)[C@H]1C[C@@H]1c1ccccc1)OCO2
 : -5	7	-8	1	3	-1	2	-2
COc1ccc(CN2C3CCCC2CC(NC(=O)c2cccc(F)c2)C3)cc1 (stereo not drawn)
 : 5	8	0	9	-4	6	-9	-2
CC(C)Oc1cccc(C(=O)C2CCCN(Cc3ccc(Oc4ncccn4)cc3)C2)c1 (stereo not drawn)
 : -4	10	-3	-1	0	12	5	-4
COc1ccc(CN(C)CC(=O)Nc2cccc(S(=O)(=O)N(C)c3ccccc3)c2)c(OC)c1
 : -4	1	5	17	8	-1	-7	-2
CN1CCN(C2=Cc3ccccc3Sc3cc(F)c(Cl)cc32)CC1
 : 0	7	-14	27	-5	54	19	3
NCCc1nnc(SCc2ccccc2Cl)o1
 : -2	0	-7	-1	4	-42	7	-7
COC(=O)c1ccc2nc(NC(=O)C(C)(C)C)sc2c1
 : -9	-9	-10	-7	-2	-15	9	-4
Nc1c(N2CCOCC2)cc(Cl)c2nonc12
 : -9	4	8	-65	4	-3	14	-2
CCOC(=O)C1=NNC2(c3ccc(Cl)cc3)C(=O)N(c3cc(C)cc(C)c3)C(=O)C12 (stereo not drawn)
 : -3	21	16	2	2	4	2	-5
O=C(NC1CCS(=O)(=O)C1)c1cccc(S(=O)(=O)N2CCCCCC2)c1 (stereo not drawn)
 : 1	7	-2	8	-1	-4	-4	-2
Cc1[nH]c2ccccc2c1C(=O)CN1C(=O)NC2(CCCCCC2)C1=O
 : -4	5	0	4	-6	-4	18	3
OCC1(Cc2ccc(F)cc2)CCCN(CCc2ccccc2)C1 (stereo not drawn)
 : 1	3	2	-1	2	23	-9	-1
c1ccc(CSc2nnc3ccc(-c4cccs4)nn23)nc1
 : -6	-1	-1	17	-3	-5	7	1
N#Cc1cccnc1Nc1ccc(Cl)cc1
 : -10	3	0	-10	1	-8	4	-1
CCC1=C(OC(=O)N(CC)CC)N2C(=O)OC(=NCCc3c[nH]c4ccccc34)[C@]2(C)[C@H]2C1=CC[C@H]1C(=O)N(CC)C(=O)[C@H]12
 : 4	3	-4	6	0	3	1	-2
O=C1Nc2ccccc2/C1=C\c1cccn1-c1ccc(OC(F)(F)F)cc1
 : 13	19	13	-15	12	-1	5	-3
COc1cccc(-c2nn(-c3ccccc3)cc2C(=O)n2nnc3ccccc32)c1
 : -7	17	9	0	6	7	13	-3
CCCCc1ccc(NC(=S)N2CCN(c3ccccn3)CC2)cc1
 : 3	-1	11	3	-20	-2	2	-1
COc1ccc(-c2ccc(SCC(=O)c3cccs3)nn2)cc1
 : 5	10	8	17	-1	-36	-8	5
CCOC(=O)CCSc1n[nH]c(=S)s1
 : -2	-5	-5	4	-6	4	13	-3
O=C(Nc1nccs1)C1CC(=O)N(CCc2ccc(F)cc2)C1 (stereo not drawn)
 : -2	11	-1	2	3	-1	15	1
COCCCNC(=O)C[C@H]1C[C@H](C(=O)N(C(C)C)C(C)C)[C@@]2(C)c3[nH]c4cc(CCC(=O)N(C)C)ccc4c3CCN2C1=O
 : 3	18	-5	x	-2	5	x	x
O=S(=O)(O/N=C1\CCCc2ccccc21)c1ccccc1
 : 1	3	9	-2	-2	6	-9	1
CCOP(=O)(OCC)C(Nc1ccc(C(=O)O)cc1)c1ccccc1 (stereo not drawn)
 : -6	6	-6	-9	5	1	4	-4
COc1ccc(OC)c(NS(=O)(=O)c2c(C(=O)N3CCCCCC3)c(C)n(C)c2C)c1
 : -1	6	4	-6	-4	-3	32	2
OCC1(CCc2ccccc2)CCN(Cc2ccccc2Cl)CC1
 : 2	8	5	13	-9	4	-7	-2
CCOc1ccc(-c2cc(CCCC(=O)NCCC(C)C)no2)cc1
 : -1	6	4	5	0	-5	9	-2
O=C(NC(=S)NCc1nc2ccccc2[nH]1)c1ccc(F)cc1
 : -2	10	-10	6	2	1	10	-3
O=C(Nc1ccccc1)Nc1ccc(Oc2cccnc2)nc1
 : -4	-1	6	-1	3	-13	-8	-1

Continuation:
Below each SMILES: ATG4B inh	CCR6 antagonist	EBI2 antag	UBC13 inh	CXCR6 block	Gli-Sufu block	APJ antagonist	APJ agonist
CCOC(=O)C1C2C=CC3(CN(Cc4ccco4)C(=O)C13)O2 (stereo not drawn)
 : -14	0	-2	-1	-11	2	23	-14
CC(=O)N1CCN(C(=O)COc2ccc(N(C)S(=O)(=O)c3cccs3)cc2)CC1
 : -7	17	-17	7	1	-12	2	-2
CC(NC(=O)CN(c1cccc(C(F)(F)F)c1)S(=O)(=O)c1ccc(Cl)c([N+](=O)[O-])c1)c1ccccc1 (stereo not drawn)
 : 6	-25	48*	-11	-7	-1	-24	0
CCOc1ccc(-c2cc(C(=O)N3CCCC3)c3ccccc3n2)cc1
 : -5	11	-3	21	-7	-30	12	-3
COC(=O)CN1C(=S)N(Cc2ccccc2)C(=O)C1CC(=O)Nc1ccc(OC)cc1 (stereo not drawn)
 : -3	4	3	8	-10	-26	-5	3
Cn1c(N)c(C(=O)CSc2nnc(-c3ccccc3F)n2C2CC2)c(=O)n(C)c1=O
 : -8	-8	8	5	-1	5	-10	1
COc1ccc(S(=O)(=O)NCCSCc2cccc(C)c2)cc1Br
 : -8	-1	11	1	2	-3	11	8
O=C(CN(C1CCCCC1)S(=O)(=O)c1ccc(Cl)cc1)N1CCOCC1
 : -7	5	-18	10	-5	6	21	-4
O=C(O)CCCC(=O)Nc1nc(-c2ccc(F)cc2)cs1
 : -6	-13	9	1	-6	8	20	0
COc1cc(C(C)=O)ccc1COc1ccc(C(=O)OCC(=O)NC(C)(C)C)cc1OC
 : -5	2	-1	11	8	7	2	-1
FC(F)(F)c1ccc(Cl)c(-n2c(-c3cc(-c4ccco4)[nH]n3)n[nH]c2=S)c1
 : -1	6	-1	-17	-8	10	2	-3
Cc1ccc2c(CSc3nncs3)cc(=O)oc2c1
 : -4	11	0	7	9	-10	2	1
O=[N+]([O-])c1ccc(Nc2ccc3ccccc3c2)nc1
 : -17	22	5	-23	-9	-62	15	-2
Cc1c(C)c(C)c(S(=O)(=O)N2CCNCC2)c(C)c1C
 : 5	11	-9	1	-5	7	9	-1
Cc1cccc(C(=O)NC(C)C(c2cccs2)N2CCOCC2)c1 (stereo not drawn)
 : 20	3	10	18	-7	13	0	-3
Cc1cc(OC(C)C(=O)NCCc2c[nH]c3ccccc23)c2c(C)cc(=O)oc2c1 (stereo not drawn)
 : -46	5	25	8	3	3	-56	2
Cc1ccc(C(=O)Nc2nccs2)s1
 : -1	6	5	-2	2	-1	10	-2
C=CCOc1cccc(C2C(C(=O)c3ccc(C)o3)=C(O)C(=O)N2CCN(C)C)c1 (stereo not drawn)
 : 3	9	-8	-5	-6	0	0	-2
Cc1nc(N2CCC3(CC2)OCCO3)c2nnn(Cc3ccccc3F)c2n1
 : -15	-4	1	1	-2	-10	3	5

EBI2 antag: what is marked active above
| SMILES | ATG4B inh | CCR6 antagonist | EBI2 antag | UBC13 inh | CXCR6 block | APJ antagonist | APJ agonist |
| --- | --- | --- | --- | --- | --- | --- | --- |
| COc1ccc2cc(C(c3nnnn3C3CCCC3)N3CCCCCC3)c3nnnn3c2c1 (stereo not drawn) | 0 | 18 | 60* | 0 | 10 | 1 | 3 |
| CC(NC(=O)CN(c1cccc(C(F)(F)F)c1)S(=O)(=O)c1ccc(Cl)c([N+](=O)[O-])c1)c1ccccc1 (stereo not drawn) | 6 | -25 | 48* | -11 | -7 | -24 | 0 |
